From PubChem BioAssay
KCNQ1 act – potentiates or activates the human KCNQ1 potassium channel. AID 2648. B-score at 10 µM. CHO-K1 KCNQ1, thallium flux FluxOR fluorescence; active compounds read high. 310,000 compounds, 0.35% hits;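 active = fluorescence ratio B-score, a plate-corrected score, at least three library SD, with initial intensity B-score within 5 SD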
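assay system = CHO-K1 cells stably expressing KCNQ1 | medium = assay buffer, equal DMSO in all wells | timing = 37 °C overnight plating, 90-min dark dye load, 20-min compound pretreatment | measured by = kinetic FluxOR thallium fluorescence, 10-s 1-Hz baseline, 110-s post-stimulus read | measure = fluorescence change relative to baseline, converted to B score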
TMEM16A inh – mouse TMEM16A channel inhibition, primary screen. AID 588511. normalized B-score (activity score, 25-100; higher = stronger inhibition) at 10 µM. Q8BHY3. HEK293 TMEM16A/YFP iodide influx fluorescence, ionomycin. 310,000 compounds, 1.2% hits;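 active = ratio plate-corrected score three or more library SD toward inhibition, starting fluorescence score within five deviations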;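 also: score derived from kinetic fluorescence span divided by baseline fluorescence per well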
KCNK3 block – human KCNK3 channel inhibition, primary screen; O14649; CHO-KCNK3 thallium flux, FluxOR fluorescence; active compounds read low; B-score at 10 µM; AID 602410; 340,000 compounds, 0.84% hits;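 active = B-score under library mean minus 4 SD, starting fluorescence ratio at most library mean plus 5 SD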;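 also: more negative B-score means stronger inhibition of thallium flux through KCNK3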
Target sequence (O14649 whole entry, looked up): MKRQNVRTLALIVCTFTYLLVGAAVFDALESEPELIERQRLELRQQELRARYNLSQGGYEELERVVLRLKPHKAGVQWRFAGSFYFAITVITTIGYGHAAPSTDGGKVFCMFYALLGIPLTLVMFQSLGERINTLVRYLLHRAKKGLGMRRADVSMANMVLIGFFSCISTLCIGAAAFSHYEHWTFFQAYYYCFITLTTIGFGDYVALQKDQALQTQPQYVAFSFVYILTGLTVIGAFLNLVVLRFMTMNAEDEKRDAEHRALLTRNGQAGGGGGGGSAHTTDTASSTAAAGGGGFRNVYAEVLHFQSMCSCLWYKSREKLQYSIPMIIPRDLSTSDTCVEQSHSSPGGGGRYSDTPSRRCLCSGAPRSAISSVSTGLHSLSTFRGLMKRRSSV
ANO1 activ – activates or potentiates the mouse TMEM16A chloride channel; Q8BHY3; HEK293 TMEM16A/YFP-H148Q/I152L, iodide quench fluorescence; active compounds read low; B-score at 10 µM; 340,000 compounds, 0.3% hits;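 active = fluorescence-ratio B-score plate-corrected deviation score at least 3 library SD below zero, with starting fluorescence score within 5 deviations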;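 also: channel opened by trigger with iodide after compound preincubation; score built on the fluorescence ratio of max minus min over baseline; more negative score means more quench and so TMEM16A activation or potentiation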
RGS4 inh – human RGS4 inhibition | B-score at 10 µM | 310,000 compounds, 0.45% hits | HEK293 M3R/RGS4 inducible, Fluo-4 calcium flux; active compounds read high; triggered by carbachol at its EC20 | P49798;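 active = B-score, a plate-corrected calcium signal, over three deviations above library mean, with baseline fluorescence within five deviations of library mean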;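 also: RGS4 expression induced by doxycycline in cells with stable M3 receptor; B-score is computed from the integrated fluorescence ratio over baseline after carbachol; higher B-score means a larger calcium signal and so more RGS4 inhibition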
Target sequence (P49798 whole entry, looked up): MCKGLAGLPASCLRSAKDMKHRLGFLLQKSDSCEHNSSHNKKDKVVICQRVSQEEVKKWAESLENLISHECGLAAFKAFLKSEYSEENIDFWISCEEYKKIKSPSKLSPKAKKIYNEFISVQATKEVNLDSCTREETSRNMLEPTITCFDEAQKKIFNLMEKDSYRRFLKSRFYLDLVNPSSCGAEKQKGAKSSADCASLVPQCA
KCNQ1 block – inhibitors of human KCNQ1 potassium channel; P51787; 310,000 compounds, 1.3% hits; AID 2642; B-score at 10 µM; CHO-K1 KCNQ1, FluxOR thallium flux fluorescence; active compounds read high;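 active = compounds whose thallium flux B-score, printed positive for inhibition, exceeds three library SD while starting fluorescence stays within three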;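 also: channel opened by potassium depolarization with thallium stimulus after 20 min compound exposure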
SKKanGAS inh – blocks kanamycin growth of S. pyogenes SKKanGAS strain; BacTiter-Glo, 6 h; 300,000 compounds, 1.3% hits; inhibition, % at 7.5 µM;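 active = mean replicate score, as percent of positive control median, at least 50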;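 also: strain carries kanamycin resistance gene driven by streptokinase promoter and grows in 40 µg/ml kanamycin; loss of luminescence reflects streptokinase promoter inhibition or plain growth inhibition; 0% = median of DMSO wells and 100% = positive control at its reference dose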
KCNK9 block – human KCNK9 channel inhibition; B-score at 10 µM; Q9NPC2; HEK293 KCNK9, FluxOR thallium flux fluorescence; active compounds read low; AID 488922; 310,000 compounds, 1.2% hits;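 active = ratio B-score over 3 SD below the library mean, with starting fluorescence within 5 SD of its mean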;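 also: negative B-score means less thallium flux so channel inhibition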
HDAC3 inh – inhibitors of human histone deacetylase 3; recombinant HDAC3, fluorogenic peptide/trypsin coupled, fluorescence; inhibition, % at 8.3 µM; 320,000 compounds, 0.15% hits; in the data active = inhibition above about 26%, passing the limit was not always enough
Target sequence (O15379 whole entry, looked up): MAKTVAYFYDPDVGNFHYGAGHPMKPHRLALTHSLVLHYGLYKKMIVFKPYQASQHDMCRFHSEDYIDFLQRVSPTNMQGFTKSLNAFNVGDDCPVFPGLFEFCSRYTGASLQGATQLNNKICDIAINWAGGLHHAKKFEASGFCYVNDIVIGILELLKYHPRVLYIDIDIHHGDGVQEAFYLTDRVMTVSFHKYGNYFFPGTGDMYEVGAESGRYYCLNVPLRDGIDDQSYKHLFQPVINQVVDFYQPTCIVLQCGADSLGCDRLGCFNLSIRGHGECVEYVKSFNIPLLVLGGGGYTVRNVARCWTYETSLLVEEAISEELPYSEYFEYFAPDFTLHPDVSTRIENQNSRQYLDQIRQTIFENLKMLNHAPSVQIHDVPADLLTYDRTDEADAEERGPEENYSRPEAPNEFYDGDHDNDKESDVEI
hERG protect – shields human hERG channel from block by proarrhythmic agents | Q12809 | activation (rescue from dofetilide block), less the hit threshold, % at 10 µM | 310,000 compounds, 0.51% hits | CHO-hERG, FluxOR thallium flux, dofetilide IC70 present;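 active = activation above the mean of controls blocked by dofetilide plus 5 SD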;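 also: thallium influx through hERG after potassium depolarization seen as dye fluorescence rise; in these data hits start at about 4.7%; inactives centre near -7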
RGS4 pot – potentiators or activators of RGS4 | AID 463111 | B-score at 10 µM | HEK293 M3R/inducible RGS4, carbachol calcium flux Fluo4; active compounds read low | 310,000 compounds, 0.92% hits;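 active = B-score of the integrated calcium signal more than 4 SD below the library mean, with starting fluorescence not abnormally high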;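 also: negative B-score means reduced calcium response which marks RGS4 activation or potentiation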
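Detection: kinetic calcium fluorescence imaging with Fluo4-AM dye, 2 µM / Material: HEK293 cells with stable M3R and inducible RGS4 / Schedule: recording 10 s baseline at 1 Hz, 100 s post-agonist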
An asterisk follows results filed as active; i = inactive; . = not tested or not shown.

SMILES	KCNQ1 act	TMEM16A inh	KCNK3 block	ANO1 activ	RGS4 inh	KCNQ1 block	SKKanGAS inh	KCNK9 block	HDAC3 inh	hERG protect	RGS4 pot
CC(CNC(=O)CCS(=O)(=O)c1ccc2c(c1)oc(=O)n2C)c1ccccc1 (stereo not given)	i	i	i	i	i	i	-2	i	1	-1	i
Cc1ccc(-c2nc(-c3cccnc3)sc2CC(=O)O)cc1	i	i	i	i	i	i	-4	i	-2	-9	i
Cc1cc(C)nc(N2CCCC(C(=O)Nc3nc4ccc(S(C)(=O)=O)cc4s3)C2)n1 (stereo not given)	i	i	i	i	i	i	11	i	.	-31	i
Brc1ccc2nc(-c3ccncc3)c(NC3CCCC3)n2c1	i	i	i	i	i	i	-11	i	6	-4	i
Cc1[nH]c2ccccc2c1-c1nc(-c2ccc(Cl)cc2)nnc1-c1ccccc1	i	i	.	.	i	i	-5	i	-2	-4	i
O=C(c1cccc2c1-c1ccccc1/C2=N/O)N1CCCCC1	i	i	i	i	i	i	1	i	-1	-20	i
CCCC(=O)Nc1ccc2c(c1)nc(CCNC(=O)c1ccco1)n2C	i	i	i	i	i	i	17	i	2	-10	i
Fc1ccc(NC(=S)Nc2cccc(Cl)c2)cc1	i	i	i	i	i	6*	-6	i	-5	-18	i
Cc1c(-c2ccccc2)[n+](=O)c2c(n1[O-])CCCC2	i	i	i	i	i	i	-1	i	-1	-4	i
COCc1[nH]nc2c1C(c1ccccc1OC)C(C#N)=C(N)O2 (stereo not given)	i	i	i	i	i	i	-1	i	0	-5	i
CC(=O)Nc1ccc(S(=O)(=O)Nc2nc3ccc(C)cc3s2)cc1	i	i	i	i	i	i	15	i	0	-17	i
N#CC(C#N)=NNc1ccc(S(=O)(=O)N2CCCCC2)cc1	i	100*	i	i	i	i	10	i	2	-11	i
O=C1OC[C@H](Cc2ccc3c(c2)OCO3)/C1=C\c1ccc2c(c1)OCO2	i	25*	-9.7*	i	i	i	-9	i	2	-11	i
Cc1ccc(C)c(N(C(=O)CNC(=O)c2ccco2)C(C(=O)NC2CCCCC2)c2ccncc2)c1 (stereo not given)	i	i	i	i	i	i	3	i	-6	-4	i
CCC(C)(C)NC(=O)C1CC(=O)N(CCc2ccc(F)cc2)C1 (stereo not given)	i	i	i	i	i	i	-4	i	0	-8	i
O=C1c2cccnc2C(=O)N1Cc1ccc(S(=O)(=O)N2CCOc3ccc(Cl)cc32)cc1	i	i	i	i	i	i	16	i	-9	-12	i
CCOC(=O)c1c(CN(C)C)n(-c2ccc(C)cc2)c2cc(Br)c(O)cc12	i	i	i	i	i	i	100*	i	2	-9	i
Cc1ccc(NC2CCCN(C(=O)c3ccoc3C)C2)cc1C (stereo not given)	i	i	i	i	i	i	0	i	-2	-9	i
C/C(CC(=O)Nc1cc(C)ccn1)=N\NC(=O)c1ccccc1C	i	i	i	i	i	i	1	i	-1	-10	i
Cc1ccc(CC(=O)Nc2ncc([N+](=O)[O-])s2)cc1	i	i	i	i	i	i	-6	i	3	-6	i
CCCn1c(C(C)Nc2nc(-c3ccc(C)cc3)cs2)nc2cc(Cl)c(N3CCCCC3)cc21 (stereo not given)	i	i	i	i	i	i	17	i	15	-9	i
C=CCN(CC=C)C(=S)NC(=O)c1ccc(-c2ccccc2)cc1	15*	i	i	i	i	i	-6	i	5	0	i
O=S(=O)(NC1CCCCC1)c1ccc(Br)cc1	i	i	i	i	i	i	2	i	-5	-4	i
CCC(C)c1ccc(S(=O)(=O)N2CCN(C(C)CC(=O)O)CC2)cc1 (stereo not given)	i	i	i	i	i	i	-3	i	3	-3	i
CC1CN(C(=O)COC(=O)c2ccc(N(C)C)cc2)CC(C)O1 (stereo not given)	i	i	i	i	i	i	0	i	-4	-9	i

KCNK3 block, what is marked active above
structure	KCNQ1 act	KCNK3 block	ANO1 activ	RGS4 inh	KCNQ1 block	KCNK9 block	HDAC3 inh
O=C1OC[C@H](Cc2ccc3c(c2)OCO3)/C1=C\c1ccc2c(c1)OCO2	i	-9.7*	i	i	i	i	2

The list goes on.
SMILES	KCNQ1 act	TMEM16A inh	KCNK3 block	ANO1 activ	RGS4 inh	KCNQ1 block	SKKanGAS inh	KCNK9 block	HDAC3 inh	hERG protect	RGS4 pot
Cc1nc2nc[nH]n2c(=O)c1NS(=O)(=O)c1ccc([N+](=O)[O-])cc1	i	i	i	i	i	i	3	i	2	-1	i
O=C(Nc1ccccc1N1CCOCC1)c1ccc(S(=O)(=O)NCc2ccco2)cc1	i	i	i	i	i	i	.	i	5	-12	i
COc1ccccc1CN1CCCC(CNC(=O)c2cccc3ccccc23)C1 (stereo not given)	i	i	i	i	i	i	1	i	-5	-8	i
CC(=O)Nc1ccc(NC(=O)Oc2ccccc2)cc1	i	i	i	i	i	i	4	i	-4	-7	i
O=C(CN1C(=O)c2cccnc2Oc2ccc(Cl)cc21)NCCCc1ccccc1	i	i	i	i	i	i	1	i	-2	-10	i
Cn1c(=O)c2c(ncn2CC(=O)Nc2ccc3c(c2)OCO3)n(C)c1=O	i	i	i	i	i	i	-1	i	7	-2	i
COc1cccc(C(=O)NCc2ccco2)c1OC	i	i	i	i	i	i	1	i	1	-5	i
CCCC1/C(=N/O)CC(c2ccccc2)NC1c1ccccc1 (stereo not given)	i	i	i	i	i	i	12	i	-2	-9	i
OCc1nn2c(c1Br)NC(c1ccccc1)CC2C(F)(F)F (stereo not given)	i	i	i	i	i	i	-6	i	-4	-6	i
CCn1c(SCC(=O)NCc2ccc(C)cc2)nnc1-c1ccncc1	i	i	i	i	i	i	1	i	.	-13	i
CNC(=O)c1cccnc1Nc1cccc(C(F)(F)F)c1	i	i	i	i	i	i	-8	i	4	-5	i
O=C(Cc1cccs1)Nc1nc2c(s1)CCCC2	i	i	i	i	i	i	8	i	-8	-8	i
COc1cc(/C=N/n2nnnc2N)ccc1OCC#N	i	i	i	i	i	i	-1	i	-1	-6	i
Cc1nc2ccccc2nc(C)c1=NOCc1ccc(C#N)cc1	i	i	i	i	i	i	2	i	3	-8	i
COC(=O)c1sccc1NC(=O)CSc1ccccc1NS(=O)(=O)c1ccc(Br)cc1	i	i	i	i	i	i	28	i	-3	-13	i
N#CCCN(C(=O)COC(=O)C1=COCCO1)c1ccc(F)cc1	i	i	i	i	i	i	-11	i	-2	-13	i
COc1ccc(N(CC(=O)NC2CCCCC2)C(=O)CNC(=O)c2ccco2)c(OC)c1	i	i	i	i	i	i	-1	i	4	-3	i
Cc1ccc(NC(=S)NCc2ccc3c(c2)OCO3)c(C)c1	i	i	i	i	i	i	-3	i	4	-2	i
CC12CCC(C(=O)NCCc3ccccc3)(OC1=O)C2(C)C (stereo not given)	i	i	i	i	i	i	-16	i	2	-2	i
COc1ccc(C)cc1S(=O)(=O)N(CC(=O)O)c1ccccc1	i	i	i	i	i	i	-4	i	0	-3	i
Oc1c(C=Nc2cccnc2)sc2ccccc12	i	i	i	i	i	i	4	i	0	-10	i
COC(=O)C(NC(=O)Nc1ccccc1OC)C(C)C (stereo not given)	i	i	i	i	i	i	6	i	3	-2	i
COc1ccccc1CNS(=O)(=O)c1ccc2[nH]cc(C(=O)O)c(=O)c2c1	i	i	i	i	i	i	-1	i	1	-7	i
CC(C)N1C(=S)SC(C)(C)C1n1oc(=O)n(-c2ccc(Cl)c(Cl)c2)c1=O (stereo not given)	i	i	i	i	i	i	18	i	10	-9	i
COc1ccccc1/C=N/NC(=O)c1[nH]c(C)c(C(=O)N/N=C/c2ccccc2OC)c1C	i	i	i	i	i	i	-2	i	4	-13	i
SMILES	KCNQ1 act	TMEM16A inh	KCNK3 block	ANO1 activ	RGS4 inh	KCNQ1 block	SKKanGAS inh	KCNK9 block	HDAC3 inh	hERG protect	RGS4 pot
CC(O)[C@H](NC(=O)C1(c2ccccc2)CCN(C(=O)OC(C)(C)C)CC1)C(=O)O (stereo not given in full)	i	i	i	i	i	i	-15	i	-7	-14	i
Cc1cc(NCCc2ccc(Cl)cc2)n2ncnc2n1	i	i	i	i	i	i	-11	i	-3	-5	i
CC1CCC(C(=O)NC(C(=O)N2CCC(N3CCCCC3)CC2)C(C)C)CC1 (stereo not given)	i	i	i	i	i	i	3	i	10	-11	i
CC1CCCCN1CCNc1nc(=S)[nH]c2ccccc12 (stereo not given)	i	i	i	i	i	i	3	i	1	-12	i
CCOc1ccc2nc(SCC(=O)N3CCCc4ccccc43)sc2c1	i	i	i	i	i	i	2	i	-5	-8	i
CCN1CCc2c(C#N)c(NCc3ccccc3)nc(N(CC)CC)c2C1	i	i	i	i	i	i	-6	i	5	-15	i
CC(C)(C)OC(=O)N1CCC(C(=O)N[C@H](Cc2ccccc2)C(=O)O)CC1	i	i	i	i	i	i	-1	i	1	-4	i
CCCc1ccc(-c2ccc(F)c(N)c2)nc1	i	i	i	i	i	i	6	i	4	0	i
Cc1ccc(S(=O)(=O)Cn2nnnc2C(C(C)C)N2CCN(c3nc4ccccc4s3)CC2)cc1 (stereo not given)	i	i	i	i	i	i	12	i	-4	-8	i
O/N=C1\CCCc2ccccc21	i	i	i	i	i	i	-13	i	5	-3	i
O=C(CC(c1ccccc1)c1cc(Br)ccc1O)N1CCCCC1 (stereo not given)	i	i	i	i	i	i	10	i	.	-7	i
CCOC(=O)C1(C)C=C(Nc2ccc(NC(C)=O)cc2)C(=O)N1c1ccc(NC(C)=O)cc1 (stereo not given)	i	i	i	i	i	i	1	i	10	-2	i
O=C(CN1C(=O)C2C3CC(C(Br)C3Br)C2C1=O)N1CCN(Cc2ccccc2)CC1 (stereo not given)	i	i	i	i	i	i	-2	i	4	-8	i
NC(=O)CCN1CCN(CCOC2Cc3cc(Cl)ccc3Sc3ccccc32)CC1 (stereo not given)	i	i	i	i	i	i	-7	i	1	-11	i
COc1ccc(/C=C2\SC(=S)N(CCCC(=O)N3CCOCC3)C2=O)cc1OC	i	i	i	i	i	i	4	i	5	-9	i
CCc1cc(-c2[nH]ncc2-c2ccc([N+](=O)[O-])cc2)c(O)cc1OC	i	i	i	i	12*	i	8	i	-2	-12	i
COc1ccc(Cn2c(=O)[nH]c3cc(C(=O)Nc4ccc(N5CCN(C)CC5)cc4)ccc32)cc1	i	i	i	i	i	i	3	i	5	-9	i
Cc1c(C(=O)N(C)CCn2ccnc2C)oc2c(F)cccc12	i	i	i	i	i	i	1	i	8	-8	i
COCCCNC(=O)c1cc(Nc2ccc(OC)cc2OC)nc2ccccc12	i	i	i	i	i	i	-2	i	0	-6	i
